Bioassay records from PubChem.
SRC3 TRFRET art = TR-FRET artefact, counter-screen to PPARgamma/SRC-3 agonist assay | PPARgamma/SRC-3 format; stronger effect = higher value | TR-FRET ratio at 8 µM | hit rate 0.39% among 99,000; in the data active = TR-FRET ratio above about 2000; note: inactives centre near 1600; reference of the scale not given here
SRC1 TRFRET art = flags TR-FRET format artefacts in PPARgamma SRC-1 recruitment agonist screen; TR-FRET detection artefact counter-screen, emission ratio; stronger effect = higher value; TR-FRET ratio at 8 µM; hit rate 0.34% among 99,000; in the data active = TR-FRET ratio above about 2300; note: inactives centre near 1800; reference of the scale not given here
Active calls of the source: *.

SMILES	SRC3 TRFRET art	SRC1 TRFRET art
S=c1[nH]nc(-c2ccccc2)n1/N=C/C=C/c1ccco1	1683	1967
Cc1cc(C)cc(NC(=O)c2c(C)nc3ccccn23)c1	1573	1755
CCNC(=S)N(Cc1cc2cc(C)ccc2[nH]c1=O)C1CCCC1	1727	1752
COC(=O)c1sc2nc(N)c(C#N)cc2c1N	1732	1901
Cn1ccnc1C(O)c1ccc(OCc2ccccc2)cc1 (stereo not drawn)	1756	1732
Cc1cccc(C)c1NC(=O)COC(=O)COc1ccc2c(C)cc(=O)oc2c1	1380	1750
O=C(O)CCS(=O)(=O)c1cc(Br)cc2c1N(C(=O)C1CC1)CC2	1759	1775
Cn1c2c(c3ccccc31)CC/C2=N\O	1658	2164
CCOC(=O)c1cnc2c(c(C)nn2CC)c1NCCN1CCOCC1	1692	1672
CCN1CCCC1CNS(=O)(=O)c1ccc(Cl)c(C(F)(F)F)c1 (stereo not drawn)	1491	1643
Cc1ccc2c(CSc3nnc4ccccn34)cc(=O)oc2c1C	1488	2088
CC(C)(C)Nc1c(-c2ccc(O)cc2)nc2ccc(Cl)cn12	1530	1714
CCN1C(=O)c2ccc(C(=O)Nc3ncc(C)s3)cc2C1=O	1565	1711
CCOC(=O)N1CCN(Cc2nc(-c3cccs3)no2)CC1	1446	1632
Cc1cccc(NC(=S)NNC(=O)c2ccccc2Br)c1	1701	1770
CC1(C)Cc2ccccc2C(NNC(=O)c2ccccc2)=N1	1717	1789
NCCCS(=O)(=O)O	1549	1534
COc1ccc(C(=O)Nc2cccc(C(=O)NCc3ccccc3)c2)cc1	1402	1860
COC(=O)Cn1cc(C(=O)C(C)(C)C)c2ccccc21	1776	1961
C=CC[n+]1c(C)csc1Nc1cccc(Br)c1	1672	2085
C[C@@H](O)C1NC(=O)[C@H](CCCCN)NC(=O)c2cc([N+](=O)[O-])cc(I)c2OCC[C@@H](C(N)=O)NC1=O (stereo partly drawn)	1416	1599
CC(C)c1c(O)nc(SCC(=O)Nc2ccc3c(c2)CCC3)[nH]c1=O	1653	1825
CC(C)(C)C(=O)Nc1nc2c(s1)CN(Cc1ccccc1)CC2	1538	1833
O=S(=O)(c1cc(C(F)(F)F)ccc1Cl)N1CCCCCC1	1548	2162
COc1ccc(C(=O)On2c(-c3ccc(Br)cc3)nc3ccccc3c2=O)cc1	1512	1631
Cc1ccc(NC(=O)CSCc2ccco2)cc1	1583	1938
O=C(OCc1ccccc1)C1=NNC2C(=O)N(c3ccccc3)C(=O)C12 (stereo not drawn)	1570	2044
O=C(N/C(=C\c1cccs1)C(=O)N1CCOCC1)c1cccs1	1507	1702
CC(=O)NC1=NN(C(C)=O)C(c2ccccc2)S1 (stereo not drawn)	1722	1617
CC(C)(C)NC(=O)c1cc(C(C)(C)C)c(O)c(C(C)(C)C)c1	1406	1963
COc1ccccc1C(CC(=O)Nc1ccc(Cl)cc1)c1ccc(OC(C)C)cc1 (stereo not drawn)	1414	1608
O=C(CN1C(=O)NC2(CCOc3ccccc32)C1=O)Nc1cccc(Cl)c1 (stereo not drawn)	1617	2099
CCc1ccc(-c2nnn(CCC#N)n2)cc1	1648	1847
COc1cccc(CN2CCN(C(=O)c3cccs3)CC2)c1OC	1517	1955
CCOC(=O)C1=C(C)OC(N)=C(C(=O)OCC)C1c1ccncc1 (stereo not drawn)	1355	1925
CCc1nc2nc(C)cc(Nc3cccc(C(F)(F)F)c3)n2n1	1451	1814
CN(C)c1ccc(C=C(c2nnnn2-c2ccccc2)c2nnnn2-c2ccccc2)cc1	1502	1891
COC(=O)Nc1ccc(S(=O)(=O)N2CCC(C(=O)N3CCC(C)CC3)CC2)cc1	1567	1442
COC(=O)c1ccc(Cl)c(NC(=O)Cc2ccccc2[N+](=O)[O-])c1	1698	1757
CCN1C(=O)CC(N2CCC(c3nc4ccccc4[nH]3)CC2)C1=O (stereo not drawn)	1176	2080
Cc1ncc(CO)c(/C=N/N=C/c2ccccc2O)c1O	1603	1775
O=C(CCc1ccccc1)OCC(=O)c1ccc([N+](=O)[O-])cc1	1668	1692
COc1ccc(C(=O)N2CCOC2CNC(=O)C(=O)NCc2ccco2)cc1 (stereo not drawn)	1514	1549
O=C(C1=C[C@H](c2ccccc2)C[C@H](OCCCCO)O1)N1CCOCC1	1541	1660
COC(=O)c1ccc(/C=C(\C#N)C(=O)NC(C)c2ccccc2)cc1 (stereo not drawn)	1581	1830
NS(=O)(=O)c1ccc(N/C=C\C(=O)c2ccncc2)cc1	1377	1865
Cc1nc2cc(C)c(C)cc2s1	1673	1970
COC(=O)c1sccc1NC(=O)CSCCc1ccncc1	1444	1605
Cc1[nH]n(-c2ccccc2)c(=O)c1C(c1ccc(C(=O)O)cc1)c1c(C)[nH]n(-c2ccccc2)c1=O	1541	1948
COc1cc(S(=O)(=O)N2CCOCC2)ccc1NC(=O)COc1ccc(N(C)S(=O)(=O)c2ccc(C)cc2)cc1	1430	1767
COCc1cc(=O)n2[nH]c(C)cc2n1	1637	1710
Cc1ccc(Cn2cc(C(=O)c3ccc(F)cc3)c(=O)c3cc4c(cc32)OCCO4)cc1	1652	1707
O=C(O)C1=C[C@H](c2ccccc2)C[C@H](OCc2ccc(CO)cc2)O1	1537	1895
Cc1ccc([N+](=O)[O-])cc1NC(=O)C1CCN(S(C)(=O)=O)CC1	1668	1822
Cn1c(=O)oc2cc(S(=O)(=O)N3CCC(C(=O)N4CCN(c5ccccc5)CC4)CC3)ccc21	1281	1549
CCc1cccc(C)c1NC(=O)Cn1c(NCCO)nc2ccccc21	1546	1703
CCO[C@H]1OC(C(=O)O)=C[C@@H](c2ccc(C(F)(F)F)cc2)[C@@H]1CCCO	1734	1816
CCOc1ccccc1OCC(=O)NNC(=S)NC1CCCCC1	1676	1584
Cc1noc(C(=O)NCc2cccnc2)c1Cl	1686	1675
OCC(O)CSc1nc(-c2ccccc2)nc2c1CCC2 (stereo not drawn)	1555	2012
(cont.)
SMILES	SRC3 TRFRET art	SRC1 TRFRET art
CC/C(=N\NC(=O)Nc1ccccc1)c1ccccc1	1783	2130
Cc1cc(/C=C2/C(=O)N(C)C(=S)N2C)c(C)n1C1CC1	1564	1884
COCCNc1cc(C)nc2cc(-c3ccc(C)cc3)nn12	1301	1826
CCN(CC)c1ccc(/C=N/NC(=O)Nc2nonc2N)cc1	1726	2148
COc1ccc(NS(=O)(=O)c2ccc(N/N=C/c3ccc(N4CCOCC4)cc3)c([N+](=O)[O-])c2)cc1	1538	1662
COC(=O)c1sc(NC(=O)CCCn2nc([N+](=O)[O-])cc2C)c(C(=O)OC)c1C	1700	1639
C/C(=N\NC(=S)NC(C)C)c1ccc2c(c1)OCCO2	1661	1898
CCCNC(=S)Nc1ccc(CC(=O)OC)cc1	1752	1983
COC(=O)c1c(NC(=O)CN(c2ccc(C)c(C)c2)S(C)(=O)=O)sc2c1CCCC2	1771	2063
Cn1nc(C(=O)Nc2ccc(S(=O)(=O)N3CCCCC3)cc2)c2ccccc2c1=O	1466	1512
Cc1ccc(NC(=S)NCC(C)C)cc1	1666	2148
CCOC(=O)c1ccc2c(c1)C1C=CCC1C(C(=O)O)N2 (stereo not drawn)	1932	1818
Cc1cc(C)n(-c2ccc(C(C)C)cc2)c(=O)c1C#N	1603	1801
COc1ccc(/C(N)=N/OC(=O)c2ccc3c(c2)OCO3)cc1	1401	1712
CCCCn1c(=N)n(CC(=O)c2ccc([N+](=O)[O-])cc2)c2ccccc21	1494	1884
O=C(COc1ccccc1Cl)NCCc1ccc2c(c1)OCCO2	1375	1602
CCCN(CCC)C(=O)CCS(=O)(=O)c1cccc2nsnc12	1779	1737
Cc1nnc(SCC(=O)Nc2ccccc2)n(N)c1=O	1507	1720
CCOc1ccc(C(=O)N(CN2CCCC2=O)c2cccc(Cl)c2)cc1	1599	1888
O=C(O)Cn1cc(/C=c2/sc3nc4ccccc4n3c2=O)c2ccccc21	1512	2147
O=C(CN1CCN(c2ccccc2O)CC1)Nc1ccc([N+](=O)[O-])cc1Br	1561	2072
S=c1nc(-c2ccccc2Cl)[nH][nH]1	1355	1728
COc1ccc(/C=C2\SC(=O)N(CC(=O)Nc3cccnc3)C2=O)cc1OC	1274	1687
CC(C)CCn1c(=O)c2ccccc2n2c(CN3CCOCC3)nnc12	1500	1512
Cc1nc2ccccc2n1CCN1CCOCC1	1591	1828
COC(=O)c1ccccc1NC(=O)COc1ccc(S(=O)(=O)NC(C)C)cc1	1489	1832
CN(Cc1ccccc1NS(=O)(=O)c1ccc2ccccc2c1)C1CCCCC1	1603	2212
Cc1ccccc1OS(=O)(=O)c1cn(C)c(=O)n(C)c1=O	1549	1644
CCN(CC)C(=S)Nc1ccc([N+](=O)[O-])cc1	1495	1482
COc1cccc(CNC(=O)CCC2CCCN(Cc3cc(Cl)ccc3O)C2)c1 (stereo not drawn)	1402	1828
CCN(CC)S(=O)(=O)c1ccc(/C=C/C(=O)OCC(=O)Nc2cccc3ccccc23)cc1	1489	1739
Cc1c(NC(=O)CCSCCc2ccccn2)cccc1[N+](=O)[O-]	1550	1931
Cc1cc(/C=C2/C(=O)NN(c3ccccc3)C2=O)c(C)n1-c1cccc(O)c1	1510	1847
COc1ccc(CC(=O)N(CC2CCCO2)c2nc3ccccc3s2)cc1 (stereo not drawn)	1674	1811
O=C(COC(=O)c1cccnc1Cl)NCC1CCCO1 (stereo not drawn)	1766	1855
CC(C)Oc1ccccc1OCCN(C)C	1545	1736
CCCCNC(=S)N(C)/N=C/c1ccc(OCc2ccc(C(=O)OC)cc2)c(OC)c1	1504	1694
O=C(Nc1ccc([N+](=O)[O-])cc1)c1cc(-c2ccccn2)nc2c(Cl)cccc12	1549	1879
CN(C)/C=C(/C(=O)c1ccc(F)cc1)S(=O)(=O)c1ccc(F)cc1	1606	1950
COc1ccc(CN2CCN(CC(O)Cn3c4ccccc4c4ccccc43)CC2)cc1 (stereo not drawn)	1377	1752

Two records picked at random from the list so far, as already listed:
SMILES	SRC3 TRFRET art	SRC1 TRFRET art
Cc1ccccc1OS(=O)(=O)c1cn(C)c(=O)n(C)c1=O	1549	1644
CCN(CC)C(=S)Nc1ccc([N+](=O)[O-])cc1	1495	1482

Going on with the list.
SMILES	SRC3 TRFRET art	SRC1 TRFRET art
CCn1c(C)c(CS(=O)(=O)c2ccccc2)[nH]c1=O	1522	1706
Cc1ccccc1Cn1c(O)c(N=NC(=S)Nc2ccccc2F)c2ccccc21	1548	1917
COc1cccc(CNC(=O)CSc2ccc(-c3ccccn3)nn2)c1	1830	1719
CCC(C(=O)NCc1ccncc1)c1ccccc1 (stereo not drawn)	1388	1613
Cc1nonc1C(=O)N/N=C/c1ccc([N+](=O)[O-])o1	1610	1713
COc1ccccc1N1CCN(C(=O)COc2cc(C)ccc2C)CC1	1554	1666
Brc1ccc(N=C(c2ccccc2)c2ccncc2)cc1	1337	1679
CCC(C)NC(=O)Cn1cc(S(=O)(=O)N2CCN(c3ccccc3F)CC2)c2ccccc2c1=O (stereo not drawn)	1258	1696
Cc1ccc(S(=O)(=O)C2(S(=O)(=O)c3ccc(C)cc3)CCCC2)cc1	1665	2054
CC(C)OCCCNC(=O)CNC(=O)c1ccc(Cl)c(Cl)c1	1693	1907
COc1ccc(CCNC(=O)C(C(=O)c2ccc(F)cc2)n2ccccc2=O)cc1OC (stereo not drawn)	1430	1566
O=C(O)CCC(=O)NCc1cn(-c2ccccc2)nc1-c1cccc(Br)c1	1605	2083
NC(=O)c1ncn([C@@H]2O[C@H](CO)[C@@H](O)[C@H]2O)n1	1728	1808
O=C(NCc1ccccc1)c1cc[n+](Cc2ccccc2)cc1	1473	1699
C=C(C)Cn1c(-c2ccncc2)n[nH]c1=S	1452	1486
CC1CC(C)(C)NC(=S)N1CC(=O)N1CCN(Cc2ccc3c(c2)OCO3)CC1 (stereo not drawn)	1572	1771
O=C(NC1CCCCC1)C(c1ccc(Cl)cc1)N(C(=O)c1ccccn1)c1cccnc1 (stereo not drawn)	1551	1958
CCCC(=O)Nc1cc(C(=O)O)ccc1Sc1ccccc1	1679	2035
CCOC(=O)N1CCC(N(CCN(C)C)C(=S)Nc2cccc(Cl)c2)CC1	1662	1648
COc1ccc(-n2ccnc2SCC(=O)NO)cc1	1461	1503
O=C1Oc2ccccc2C(=O)/C1=C/c1ccccc1O	1748	1887
Cc1c(NC(=O)Nc2cccc(Cl)c2)c(=O)n(-c2ccccc2)n1C	1510	1729
CC1=NN(c2ccccc2)C(=O)/C1=C\c1ccc(Oc2ccc([N+](=O)[O-])cc2[N+](=O)[O-])cc1	1826	1795
C=CCn1nnnc1-c1cc(Cl)cc(Cl)c1	1483	1412

A draw from above in order of SMILES length, smallest number first.
SMILES	SRC3 TRFRET art	SRC1 TRFRET art
C=CCn1nnnc1-c1cc(Cl)cc(Cl)c1	1483	1412
COc1ccc(-n2ccnc2SCC(=O)NO)cc1	1461	1503
C=C(C)Cn1c(-c2ccncc2)n[nH]c1=S	1452	1486
Brc1ccc(N=C(c2ccccc2)c2ccncc2)cc1	1337	1679
CCCC(=O)Nc1cc(C(=O)O)ccc1Sc1ccccc1	1679	2035
O=C(NCc1ccccc1)c1cc[n+](Cc2ccccc2)cc1	1473	1699
CC(C)OCCCNC(=O)CNC(=O)c1ccc(Cl)c(Cl)c1	1693	1907
COc1ccccc1N1CCN(C(=O)COc2cc(C)ccc2C)CC1	1554	1666
Cc1nonc1C(=O)N/N=C/c1ccc([N+](=O)[O-])o1	1610	1713
Cc1c(NC(=O)Nc2cccc(Cl)c2)c(=O)n(-c2ccccc2)n1C	1510	1729
O=C(O)CCC(=O)NCc1cn(-c2ccccc2)nc1-c1cccc(Br)c1	1605	2083
NC(=O)c1ncn([C@@H]2O[C@H](CO)[C@@H](O)[C@H]2O)n1	1728	1808
Cc1ccc(S(=O)(=O)C2(S(=O)(=O)c3ccc(C)cc3)CCCC2)cc1	1665	2054
COc1ccc(CCNC(=O)C(C(=O)c2ccc(F)cc2)n2ccccc2=O)cc1OC (stereo not drawn)	1430	1566
O=C(NC1CCCCC1)C(c1ccc(Cl)cc1)N(C(=O)c1ccccn1)c1cccnc1 (stereo not drawn)	1551	1958
CCC(C)NC(=O)Cn1cc(S(=O)(=O)N2CCN(c3ccccc3F)CC2)c2ccccc2c1=O (stereo not drawn)	1258	1696
CC1=NN(c2ccccc2)C(=O)/C1=C\c1ccc(Oc2ccc([N+](=O)[O-])cc2[N+](=O)[O-])cc1	1826	1795

The list is partial. The share of hits here may be higher or lower than overall.
